D1 agonist – agonists of human D1 dopamine receptor | P21728 | HEK293 T-REx D1 cells, calcium flux, agonist mode | actives 1% (n = 360,000) | AID 504660 | activation, % at 2 µM; in the data active = activation above about 30%; note: 0% is about no effect
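Inducible HEK293 T-REx D1 cells, force-coupled to calcium signalling, were plated at 4000 cells/well with tetracycline and held overnight at 30 C. After no-wash calcium dye loading, compound-evoked calcium rise over 180 s flagged agonists.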
D2 potentiator – positive allosteric modulators of human D2 dopamine receptor; P14416; HEK293 T-REx D2, calcium flux, EC20 dopamine potentiation; potentiation, % at 10 µM; actives 0.34% (n = 340,000);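 active = potentiation over 3 SD above the plate norm, cut at about 30% in these data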; note: 0% is about no effect
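Primary screen. Calcium kinetics in induced HEK293 T-REx D2 cells: compound pre-addition 180 s, EC20 dopamine, 180 s more.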
Vif-APOBEC3G blk – Vif-A3G binding inhibition; Q9HC16; actives 0.076% (n = 410,000); HeLa A3G-eYFP + Vif (tagged APOBEC3G with the HIV-1 protein that degrades it), YFP fluorescence, overnight; Potency, µM (series often up to 46.1 µM), for inactives: at the highest dose activity, negative = active, most hits filed as inhibitors;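 note: potency is the fitted concentration of half-maximal effect; % is set by controls: 0 for no effect and ±100 for the full control effect; nearly all actives have a fitted effect of over 60% in size; hits raise eYFP signal because A3G escapes Vif-driven loss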
Target sequence (Q9HC16 whole entry, looked up): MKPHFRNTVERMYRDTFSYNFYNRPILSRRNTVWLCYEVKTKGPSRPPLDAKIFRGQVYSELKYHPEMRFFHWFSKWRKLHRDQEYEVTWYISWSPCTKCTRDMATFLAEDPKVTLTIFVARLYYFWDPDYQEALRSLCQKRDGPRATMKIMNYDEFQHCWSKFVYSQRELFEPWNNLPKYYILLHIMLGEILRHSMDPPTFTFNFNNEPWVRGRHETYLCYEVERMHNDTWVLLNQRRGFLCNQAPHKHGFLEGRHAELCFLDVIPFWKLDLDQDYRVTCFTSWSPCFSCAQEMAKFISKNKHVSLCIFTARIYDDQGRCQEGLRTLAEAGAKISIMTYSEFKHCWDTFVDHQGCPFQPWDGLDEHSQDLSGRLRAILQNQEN
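HeLa cells stably expressing Vif and C-terminally eYFP-tagged A3G, seeded overnight at 37 deg C, then exposed to compound by pintool overnight at 37 deg C. Rise in yellow fluorescence (Ex 488/Em 500-530, Acumen) marks blocked Vif-driven A3G degradation.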
D1 antag – antagonists of human D1 dopamine receptor | P21728 | HEK293 TREx D1 cells, calcium flux, dopamine EC80; stronger effect = lower value | activity change, negative = inhibition, % at 10 µM | actives 3.2% (n = 360,000) | AID 504652; in the data active = activity change below about -30%; note: % is set by controls: 0 for no effect and ±100 for the full control effect
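Compound effects on dopamine-evoked calcium signalling were measured in tetracycline-induced HEK293 Trex D1 cells. Dopamine at EC80 followed a 180 s compound pre-read, and fluorescence was tracked kinetically for 180 s more.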
RXFP1 antagonist – RXFP1 (human) relaxin receptor antagonism; Q9HBX9; HEK293-RXFP1, relaxin-stimulated cAMP HTRF, 30 min; stronger effect = lower value; activity change, negative = inhibition, % at 57.5 µM; actives 0.59% (n = 350,000); AID 1259400;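 active = activity change of -60% or lower, but not beyond a set lower limit; inconclusive = change between -60% and -40%, or beyond the set limit; inactive = change above -40%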; note: % is set by controls: 0 for no effect and ±100 for the full control effect
Target sequence (Q9HBX9 whole entry, looked up): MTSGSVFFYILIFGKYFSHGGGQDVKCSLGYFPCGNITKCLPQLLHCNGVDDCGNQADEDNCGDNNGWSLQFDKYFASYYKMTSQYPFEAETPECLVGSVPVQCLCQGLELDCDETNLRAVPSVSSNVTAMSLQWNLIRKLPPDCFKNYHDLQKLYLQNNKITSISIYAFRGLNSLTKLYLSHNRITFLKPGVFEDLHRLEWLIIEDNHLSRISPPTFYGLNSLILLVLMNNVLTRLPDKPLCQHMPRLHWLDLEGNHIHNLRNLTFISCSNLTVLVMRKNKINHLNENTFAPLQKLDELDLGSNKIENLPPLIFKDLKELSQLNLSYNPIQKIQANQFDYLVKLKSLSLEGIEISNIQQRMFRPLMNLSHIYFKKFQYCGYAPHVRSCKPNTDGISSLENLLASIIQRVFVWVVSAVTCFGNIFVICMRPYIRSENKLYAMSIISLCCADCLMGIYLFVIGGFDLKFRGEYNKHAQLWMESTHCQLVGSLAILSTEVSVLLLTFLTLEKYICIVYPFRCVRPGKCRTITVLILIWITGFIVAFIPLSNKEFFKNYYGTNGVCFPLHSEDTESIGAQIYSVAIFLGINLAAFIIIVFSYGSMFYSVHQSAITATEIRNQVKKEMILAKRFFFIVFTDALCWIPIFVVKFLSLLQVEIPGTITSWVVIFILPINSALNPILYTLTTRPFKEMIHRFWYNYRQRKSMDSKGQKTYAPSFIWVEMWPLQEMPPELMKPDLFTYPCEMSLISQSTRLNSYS
RXFP1 agonist – RXFP1 (human) receptor agonism; Q9HBX9; HEK293T-RXFP1 cAMP TR-FRET, 30 min; response scale: percent of porcine relaxin response, buffer zero; Potency, µM (doses to about 57.5 µM), for inactives: at the highest dose activation, most hits filed as activators; actives 0.3% (n = 370,000); AID 2676; note: potency is the fitted concentration of half-maximal effect; % is set by controls: 0 for no effect and ±100 for the full control effect; nearly all actives have a fitted effect of over 60% in size; many of its hits are not listed in these tables
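cAMP rise read by TR-FRET after 30 min, 37C compound exposure (up to 58 uM) in RXFP1-transfected HEK293 cells with Ro 20174 present. EC50 from Hill-equation fits, with 29 nM porcine relaxin as 100% and buffer as basal.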
Glioma ERSR ind – ER stress response induction in glioma. Potency, µM, inactives show at the highest dose activation, most hits filed as activators. actives 0.02% (n = 420,000). U87-MG GRP78 promoter luciferase reporter, 16 h. AID 602332; note: potency is the fitted concentration of half-maximal effect; series mostly up to about 76 µM; % of control where 0% means no effect; nearly all actives have a fitted effect of over 35% in size
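Stably transfected U87-MG human glioma cells carrying a GRP78-based luminescent sensor were seeded at 1000 cells/well, pin-dosed with compounds and incubated 16 h. Luciferase reagent was then added, and end-point luminescence was read after 10 min at room temperature.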
D1 potentiator – enhances dopamine response at the human D1 receptor | HEK293 TREx D1 cells, calcium flux, dopamine EC20 potentiation | AID 504651 | potentiation, % at 10 µM | actives 0.036% (n = 360,000); in the data active = potentiation above about 30%; note: 0% is about no effect
Vif-A3F inh – blocks the Vif interaction with APOBEC3F; HeLa A3F-eYFP + Vif (tagged APOBEC3F with the HIV-1 protein that degrades it), YFP fluorescence increase; actives 0.2% (n = 390,000); Potency, µM (top dose mostly 46.1 µM), without a hit: at the top dose activity, negative = active; note: potency is the fitted concentration of half-maximal effect; % of control where 0% means no effect; nearly all actives have a fitted effect of over 65% in size
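HeLa cells stably expressing Vif plus C-terminally eYFP-tagged A3F were seeded, incubated overnight at 37 deg C, dosed with compound, incubated overnight again at 37 deg C. Yellow fluorescence (Ex 488/Em 500-530) reported blocked Vif-mediated A3F-eYFP degradation.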
* = called active by the depositor; ? = inconclusive; . = no result given. Unless noted, calls come from the whole dose curve; as a rule, active = well fitted curve in the direction sought with a large enough effect; inconclusive = small, poorly fitted or top-dose-only effect, or another doubt; inactive = no such curve, though single readings can be large; an effect the other way counts as inactive or inconclusive.

SMILES | D1 agonist | D2 potentiator | Vif-APOBEC3G blk | D1 antag | RXFP1 antagonist | RXFP1 agonist | Glioma ERSR ind | D1 potentiator | Vif-A3F inh
O=C(c1ccc(S(=O)(=O)N2CCCCC2)cc1)N1CCN(Cc2ccc3c(c2)OCO3)CC1 | -1 | 11 | 1% | -3 | . | 2.0% | -4% | -1 | 4%
O=C(NCCOc1ccccc1)c1cccc(S(=O)(=O)N2CCN(Cc3ccccc3)CC2)c1 | . | . | 4% | . | 1 | . | -1% | . | -1%
O=C(OCC(=O)N1CCN(C(=O)c2ccco2)CC1)c1cc(-c2cccc(Br)c2)nc2ccccc12 | 2 | 9 | 1% | . | -5 | 0.8% | -2% | -1 | -1%
Cc1ccc(Cl)cc1N1CCN(S(=O)(=O)c2ccc3[nH]c4c(c3c2)CCCCC4)CC1 | 0 | 3 | -5% | -5 | . | 0.0% | -2% | 3 | 7%
Cc1ccc(NC(=O)c2ccc(C(C)(C)C)cc2)cc1[N+](=O)[O-] | 9 | -4 | -2% | 6 | 12 | 4.1% | 2% | -8 | -2%
CCC(C)[C@H](NC(=O)NCCC1=CCCCC1)C(=O)O (some centres not stated) | 1 | -5 | -2% | -15 | 26 | 2.6% | -2% | -1 | 2%
COC(=O)c1c(C)oc2ccc(N(C(=O)c3ccncc3)S(=O)(=O)c3ccccc3)cc12 | 1 | -2 | ? | -13 | 0 | 4.2% | -4% | -9 | -7%
COc1ccc(NC(=O)CN(c2ccc(F)cc2)S(=O)(=O)c2ccccc2)c(OC)c1 | 6 | -15 | -1% | -3 | 0 | -2.4% | -4% | -3 | -2%
Cc1cc(=O)oc2cc(OC(C(=O)O)c3ccccc3)ccc12 (configuration not stated) | 2 | -3 | -4% | -9 | -4 | 2.1% | -4% | 2 | -9%
COc1ccc(CN(C(=O)c2cc3ccccc3oc2=O)C2CCCCC2)cc1OC | -1 | 11 | -1% | 5 | -2 | -2.8% | -1% | 7 | 2%
COc1cc(OC)c(C(=O)OCC(=O)NC2CCCC2)cc1OC | 1 | -15 | 1% | 1 | 2 | -3.5% | -3% | -4 | 0%
CCN1CCN(C(=O)CN(c2ccccc2C)S(C)(=O)=O)CC1 | 3 | 2 | 2% | -7 | -10 | 2.0% | -2% | -3 | 3%
Cc1ccc(C(=O)NCCC(=O)N2CCC3(CC2)NCCc2[nH]cnc23)cc1C | 2 | -9 | -7% | -4 | -12 | 0.8% | -7% | -8 | 1%
CC1CCC(NC(=O)CCNS(=O)(=O)c2ccccc2)CC1 (configuration not stated) | 0 | -8 | 3% | 5 | -9 | 0.2% | 1% | -6 | 3%
COc1ccc(C(=O)CC2(O)C(=O)N(Cc3cccc(C(F)(F)F)c3)c3ccccc32)cc1 (configuration not stated) | 0 | -3 | -12% | -20 | . | -5.0% | 1% | -4 | ?
C[C@H]1CN([C@@H](C)CO)C(=O)CCCn2cc(nn2)CO[C@@H]1CN(C)C(=O)Nc1cccc(Oc2ccccn2)c1 | . | . | -2% | . | -3 | . | -2% | . | -2%
C=CCOc1ccc(C2C(C(=O)c3ccc(C)o3)=C(O)C(=O)N2Cc2cccnc2)cc1 (configuration not stated) | -1 | 6 | 0% | 1 | 21 | -0.5% | -1% | -1 | 1%
O=C1CCC(C(=O)N2CCCCO2)CN1Cc1ccc(Cl)cc1 (configuration not stated) | -1 | 0 | -1% | 0 | 2 | 0.5% | 8% | 4 | 1%
Cc1ccccc1C(=O)NCC(=O)NC1CC1 | . | . | -1% | . | -3 | . | -4% | . | -2%
O=C(c1ccc2nc(N3CCOCC3)sc2c1)N1CCN(C(=O)c2ccco2)CC1 | 2 | -7 | 0% | 1 | . | 0.1% | -4% | 1 | 3%

Whole records as entered above. Screens in order: D1 agonist | D2 potentiator | Vif-APOBEC3G blk | D1 antag | RXFP1 antagonist | RXFP1 agonist | Glioma ERSR ind | D1 potentiator | Vif-A3F inh
CCN1CCN(C(=O)CN(c2ccccc2C)S(C)(=O)=O)CC1 as listed: 3 | 2 | 2% | -7 | -10 | 2.0% | -2% | -3 | 3%
C[C@H]1CN([C@@H](C)CO)C(=O)CCCn2cc(nn2)CO[C@@H]1CN(C)C(=O)Nc1cccc(Oc2ccccn2)c1 as listed: . | . | -2% | . | -3 | . | -2% | . | -2%

Carrying on:
SMILES | D1 agonist | D2 potentiator | Vif-APOBEC3G blk | D1 antag | RXFP1 antagonist | RXFP1 agonist | Glioma ERSR ind | D1 potentiator | Vif-A3F inh
CN(C)c1ccc(C2N(c3ccc(F)cc3)C(=O)C3CCCN32)cc1 (configuration not stated) | 3 | 3 | 0% | -1 | 12 | -1.1% | -1% | . | -3%
O=C(Oc1ccc(-c2ccccc2)cc1)C1C2CCCCC21 (configuration not stated) | 5 | 6 | 0% | 13 | 1 | -6.3% | -3% | 8 | -2%
CC(C(=O)NCc1ccccc1)N(Cc1ccccc1Cl)C(=O)c1snc(C(N)=O)c1N (configuration not stated) | 7 | 5 | 1% | -6 | 1 | 4.7% | -2% | 1 | 1%
O=C1OC(N2CCN(C(=O)C3CCCO3)CC2)c2ccccc21 (configuration not stated) | 2 | -5 | -2% | -19 | -16 | 0.0% | -2% | -1 | -2%
CC(=O)NC(=O)c1cnn(-c2ccccc2)c1N | 1 | 0 | -6% | 3 | 0 | 0.2% | -5% | -2 | 7%
Cc1ccc(SCCC(=O)Nc2c(C)n(C)n(-c3ccccc3)c2=O)cc1 | 1 | -2 | 0% | -7 | 7 | -0.2% | 4% | -2 | 2%
COc1ccc(/C=N/NC(=O)C2CC2)c(OC)c1OC | -2 | -12 | -5% | -2 | 7 | -1.3% | 9% | 12 | 0%
Cc1ccc(/C=C/C(=O)NCc2ccco2)o1 | -1 | 18 | . | -5 | . | 0.2% | . | -1 | .
Cc1ccc(S(=O)(=O)N2CCCC2)cc1C(=O)NCCN1CCOCC1 | 5 | -9 | 0% | -17 | -13 | 1.6% | -4% | -5 | 2%
O=C(COC(=O)Cc1c(F)cccc1Cl)NC1CCS(=O)(=O)C1 (configuration not stated) | 4 | 8 | -3% | -11 | -31 | -0.8% | -3% | -1 | ?
COc1ccc(N2CCN(C(=O)c3cc(C4CC4)nn3-c3ccccc3)CC2)cc1 | -1 | -22 | -1% | 21 | 6 | 0.7% | -1% | -3 | 4%
CCCCC(=O)Nc1nnc(SCC(=O)NC2CCCC2)s1 | 1 | -1 | -7% | 3 | -13 | 2.2% | 7% | 9 | .
COc1ccc(/C=C/C(=O)Nc2c(C(=O)O)[nH]c3ccccc23)cc1OC | 3 | 1 | 0% | -5 | -2 | 2.0% | 2% | -2 | 1%
Nc1c(C(=O)Nc2ccccc2)sc2nc3c(c(-c4ccco4)c12)CCCC3 | 14 | 6 | 0% | -16 | 8 | 0.2% | 1% | 3 | -2%
Cc1ccc(Nc2c(O)nc[nH]c2=O)cc1C | . | . | -1% | . | -10 | . | -1% | . | -2%
Cc1ccc(NC(=O)CN(C)S(=O)(=O)c2ccc(Br)s2)cc1F | 1 | -10 | 0% | -2 | -8 | -1.4% | -3% | 3 | -4%
Cc1ccc(C)c(S(=O)(=O)N/N=C/c2cccnc2)c1 | 2 | 15 | -5% | -6 | 0 | -0.2% | -4% | -1 | -11%
Cc1ccc(-c2[nH]ncc2/C=N/n2c(COc3ccccc3)nc3ccccc3c2=O)cc1 | 6 | 8 | 0% | 9 | 6 | 0.0% | 1% | 1 | -4%
COc1ccc(CC(=O)NCC2CCCN(Cc3cc(OC)cc(OC)c3)C2)cc1 (configuration not stated) | 8 | -4 | -1% | 19 | -3 | 0.0% | 3% | 1 | 2%
Nc1nnnn1/N=C/c1ccccc1OCc1ccc(Cl)cc1 | 1 | -7 | 1% | -9 | -9 | 0.0% | -1% | -14 | 3%
O=C(c1cnc(N2CCOCC2)c2ccccc12)N1CCN(c2ccccc2)CC1 | 2 | 7 | 2% | -14 | -16 | 5.7% | -1% | -4 | -5%
CN(C(=O)NC1CCCCC1)c1ccccc1 | 0 | 0 | 1% | -2 | 10 | 0.3% | -4% | 0 | 4%
CNC(=O)COC(=O)[C@@H](Nc1ccc(S(=O)(=O)N2CCOCC2)cc1[N+](=O)[O-])C(C)C | 2 | 6 | -1% | 40 | -10 | 0.8% | -5% | -1 | 2%
Cc1c(NS(=O)(=O)c2ccc(F)cc2)c(=O)n(-c2ccccc2)n1C | 1 | -8 | 0% | -1 | 9 | -3.6% | -2% | 7 | -2%
Cn1c(=O)c2cnc(N3CCOCC3)nc2n(C)c1=O | 7 | -6 | . | -5 | . | 0.5% | . | -5 | .
Clc1ccc(CSc2nnc(-c3ccncc3)s2)cc1 | 2 | 9 | 1% | -23 | 6 | 0.8% | -2% | 3 | 6%
CCCn1c(=O)c(-c2ccccc2)c(O)c2ccccc21 | 1 | 20 | 1% | -8 | -1 | 1.1% | -4% | -5 | -1%
O=C(NCCS(=O)(=O)N1CCN(c2ccccc2F)CC1)c1ccc(Br)o1 | 1 | -9 | 0% | -4 | 7 | 2.1% | 2% | -1 | 4%
O=C1C(C2=NC(c3ccccn3)C3C(=O)N(c4ccc(Cl)cc4Cl)C(=O)C23)=C(O)c2ccccc21 (configuration not stated) | 2 | 1 | 2% | -19 | 16 | -0.9% | -3% | 2 | -13%
COCOCCn1cc(CN2CCS(=O)(=O)N(Cc3ccc(-c4ccc(Cl)nc4)cc3)C(C(C)C)C2=O)nn1 (configuration not stated) | . | . | -1% | . | 9 | . | -2% | . | -6%
COc1ccc(S(=O)(=O)N(C)C[C@H]2OCCCC[C@H](C)Oc3ccc(N(C)C)cc3C(=O)N([C@H](C)CO)C[C@@H]2C)cc1 | . | . | -5% | . | -12 | . | -2% | . | 5%
COc1ccc(C(C(=O)NC2CCCC2)N(Cc2ccccc2)C(=O)c2nsc(Cl)c2Cl)cc1 (configuration not stated) | 5 | -5 | 0% | 5 | -5 | -0.1% | 0% | -10 | -5%
Cc1ccc(S(=O)(=O)/N=C(/NC(=S)Nc2cccc(C)c2)c2ccccc2)cc1 | 2 | -1 | 2% | -2 | -14 | 1.0% | 4% | 0 | ?
NC(=O)C1CCN(c2oc(-c3ccccc3)nc2S(=O)(=O)c2ccc(Br)cc2)CC1 | 1 | -4 | 6% | -3 | -26 | -2.9% | -4% | -2 | -9%

From PubChem

The list is partial. The share of hits here may be higher or lower than overall.
